# hcGAS inh: human cGAS inhibition. recombinant h-cGAS, ATP depletion, Kinase-Glo luminescence. inhibition, % at 12.5 µM. 290,000 compounds, 0.081% hits. AID 1259398;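 also: 0% = vehicle reaction and 100% = reaction without DNA for no activity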
# Target sequence (Q8N884 whole entry, looked up): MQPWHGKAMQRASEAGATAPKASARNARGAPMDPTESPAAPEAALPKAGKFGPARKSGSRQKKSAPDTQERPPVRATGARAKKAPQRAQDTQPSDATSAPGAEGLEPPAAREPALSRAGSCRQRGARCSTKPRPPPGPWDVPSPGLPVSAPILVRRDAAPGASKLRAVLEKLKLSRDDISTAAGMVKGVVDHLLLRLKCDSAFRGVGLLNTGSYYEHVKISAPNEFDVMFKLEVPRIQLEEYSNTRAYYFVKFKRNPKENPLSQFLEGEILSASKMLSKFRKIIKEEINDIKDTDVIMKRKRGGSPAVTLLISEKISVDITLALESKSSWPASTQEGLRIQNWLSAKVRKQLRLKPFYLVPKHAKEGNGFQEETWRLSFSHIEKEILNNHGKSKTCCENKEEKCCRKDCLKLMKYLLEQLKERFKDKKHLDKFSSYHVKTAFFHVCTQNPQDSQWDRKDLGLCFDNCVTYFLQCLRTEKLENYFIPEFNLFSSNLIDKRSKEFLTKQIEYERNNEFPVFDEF
# mcGAS inh: inhibitors of mouse cGAS; Q8C6L5; AID 1259399; recombinant cGAS, Kinase-Glo ATP depletion luminescence; 160,000 compounds, 0.15% hits; inhibition, % at 12.5 µM;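 also: 0% = negative control wells and 100% = reference inhibitor with no enzyme activity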
# NPYLR7 agonist: activates Aedes aegypti NPYLR7 receptor. activation, % at 10 µM. 270,000 compounds, 0.15% hits. HEK293T NPYLR7/Galpha15, GCaMP6s calcium fluorescence; in the data active = activation above about 40%;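 also: 0% = vehicle and 100% = reference agonist at the receptor; some compounds past the cut are filed as inactive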
# The depositor's hits bear a star; . = no result given; & = joins results of further samples. Rule as the data show it, unless noted: active = inhibition above about 40%; inactive = the rest.
# Second line of a record – hcGAS inh, mcGAS inh, NPYLR7 agonist
CCOC(=O)c1ccc(NC(=O)N(CCCN2CCOCC2)CC(=O)N(Cc2ccc3c(c2)OCO3)Cc2ccco2)cc1
  -4, -5, 0
CCOc1ccc(N2C(=O)N(c3ccccc3C)C3CS(=O)(=O)CC32)cc1 (stereo unspecified)
  -2, ., -5
O=C(CCc1ccccc1Cl)N1CCCC(N2CCN(c3ccccc3F)CC2)C1 (stereo unspecified)
  -3, -2, -1
O=C(Nc1cccc(F)c1)N(Cc1cccc(OS(=O)(=O)c2cccc(C(F)(F)F)c2)c1)Cc1ccco1
  2, 0, -8
N#Cc1c(Cl)nsc1N1CCC(C(=O)NCCc2ccccc2F)CC1
  -12, ., 4
COC(=O)[C@@H]1C[C@@H](NC(=O)c2cccc3cnccc23)CN1C
  5, ., -5
CC(OCC(F)(F)F)C(=O)Nc1cnn(C)c1 (stereo unspecified)
  -12, ., 2
Cc1oc(-c2ccc(Cl)cc2)nc1CN1CCCCC1c1ccccn1 (stereo unspecified)
  3, -2, -7
CC#CC(=O)N1CC(=O)N(C2CCCCC2)CC(OCc2ccccc2)C1 (stereo unspecified)
  0, -14, 5
CN(C)CCN(C(=O)c1ccc(Br)cc1)c1nc2c(F)cc(F)cc2s1
  0, -1, -7
CN(C)CC1(O)CCN(C(=O)CCc2ccc3c(c2)OCO3)C1 (stereo unspecified)
  -9, ., 13
COc1ccc(S(=O)(=O)N2CCC(CCc3ccccc3)CC2)cc1OC
  -5&-6, -7, 2&5
COc1ccc(OC)c(C2CCCN2C(=O)C2CCN(S(=O)(=O)c3ccc(Cl)cc3)CC2)c1 (stereo unspecified)
  -10, -9, 4
Cc1nn2cc(Cn3ccnc3-c3nc[nH]c3C)nc2s1
  -8, ., 6
CCCC1COCCN1Cc1ccc(C(=O)Nc2c(C)cnn2C)cc1 (stereo unspecified)
  -1, -2, 6

# Rewritten with tabs: part of the list above
compound	hcGAS inh	mcGAS inh	NPYLR7 agonist
CCOc1ccc(N2C(=O)N(c3ccccc3C)C3CS(=O)(=O)CC32)cc1 (stereo unspecified)	-2	.	-5
O=C(CCc1ccccc1Cl)N1CCCC(N2CCN(c3ccccc3F)CC2)C1 (stereo unspecified)	-3	-2	-1
O=C(Nc1cccc(F)c1)N(Cc1cccc(OS(=O)(=O)c2cccc(C(F)(F)F)c2)c1)Cc1ccco1	2	0	-8
N#Cc1c(Cl)nsc1N1CCC(C(=O)NCCc2ccccc2F)CC1	-12	.	4
COC(=O)[C@@H]1C[C@@H](NC(=O)c2cccc3cnccc23)CN1C	5	.	-5
CC(OCC(F)(F)F)C(=O)Nc1cnn(C)c1 (stereo unspecified)	-12	.	2

# Further results.
# Second line of a record – hcGAS inh, mcGAS inh, NPYLR7 agonist
OCC1(Cc2ccccc2C(F)(F)F)CCN(c2ccc(Cl)cn2)CC1
  -3, ., 15
Cc1cccc2nc(CSc3nnnn3C3CC3)cc(=O)n12
  -6, ., 3
Cc1ccsc1CN(CCc1c[nH]c2ccccc12)Cc1nc(C(=O)O)co1
  -3, -3, 9
CN1CCN(S(=O)(=O)c2ccc(=S)[nH]c2)CC1
  -4, -7, 17
CCC1(C)CC(CC#N)(c2ccc(OC)cc2)CCO1 (stereo unspecified)
  -8, -7, 1
CCn1c(=S)[nH]c2sc3c(c2c1=O)CCCC3
  0, ., 1
CCCc1nc(C(=O)N(C)Cc2n[nH]c3c2CCC3)cs1
  -9, -12, .
CC1(C)[C@]2(C(=O)NCc3cc(-c4ccco4)on3)CC[C@@]1(C)OC2=O
  0, -10, 3
Clc1ccc(C2(c3nnc(SCc4ccccn4)o3)CCC2)cc1
  -5, ., -14
CN(Cc1cccc(Cl)c1Cl)Cn1nnc2ccccc2c1=O
  -3, -14, -2
O=C1COCc2cc(-c3cnc4ccccc4c3)ccc2N1CC1CC1
  -7, ., 5
CN1C[C@H](NC(=O)c2ccccc2N2CCS(=O)(=O)CC2)C[C@H]1CO
  1, -16, 0
O=c1cc(CN2C[C@@H]3C4CCC(CC4)[C@@H]3C2)[nH]c(=O)[nH]1
  -1, ., -2
COCC1(C(=O)N(Cc2nccn2C)C2CC2)CCC1
  -5, ., 5
Cc1ccc(C)c(S(=O)(=O)NN=Cc2ccc3c(c2)OCO3)c1
  -1, -5, 1

# Second line of a record – hcGAS inh, mcGAS inh, NPYLR7 agonist
COc1cc(COC2CN(C3CCCC3)CC(=O)N(C(C)C)C2)cc(OC)c1 (stereo unspecified)
  -5, -16, 9
O=C(Cc1ccc(Cl)cc1)NNC(=O)c1ccc(=O)n(Cc2ccc(Cl)cc2)c1
  -8, -9, -12
CC(C)Cc1cc(CNC2CCCCCC2)no1
  -6, ., -1
CN(Cc1ccsc1)C(=O)c1[nH]nc(N)c1-c1ccccc1
  7, ., -3
CN1C(=O)CC(CC(=O)N2CCN(c3ncccn3)CC2)(c2ccc(-c3ccccc3)cc2)C1=O (stereo unspecified)
  -5, -12, 0
O=C(CN1CCN(C(=O)C2CCN(S(=O)(=O)c3ccc(Cl)cc3)CC2)CC1)NC1CC1
  -5, ., 9
CCc1nc(NC(=O)C2CCC(CNC(=O)OC(C)(C)C)CC2)n[nH]1 (stereo unspecified)
  -3, -3, -4
Cc1ccc(OCc2cc(C(=O)NCC3COCCO3)no2)cc1C (stereo unspecified)
  0, -5, 25
O=C(NCCc1ccc(F)cc1)c1ccc2c(c1)OCO2
  -7, ., -5
NC(=O)[C@H](Cc1c[nH]c2ccccc12)NC(=O)c1ccc(CSc2ccc3ccccc3n2)cc1
  -7, -3, 2
O=C(Nc1ncc(S(=O)(=O)c2ccc([N+](=O)[O-])cc2)s1)c1ccc(C(=O)c2ccccc2)cc1
  -5, -8, 3
O=C(COc1ccc(Cl)cc1)N1CCCC(OCc2ccc(F)cc2)C1 (stereo unspecified)
  -3, -5, 5
CCN(C/C=C/c1ccccc1)C(=O)c1ccc(C#CC(C)(C)O)o1
  -9, ., -3
Cc1ccc(Cc2nc(N3CCN(C(=O)Nc4ccccc4C(F)(F)F)CC3)c3c(-c4cccnc4)noc3n2)cc1
  1, -3, 12
Cc1ccc(C2N3CC4(C)CN2CC(C)(C3)C4O)cc1 (stereo unspecified)
  -5, ., 0

# Second line of a record – hcGAS inh, mcGAS inh, NPYLR7 agonist
Cc1cccc2nc(CN3CCN(C(=O)C4CC4)CC3)cc(=O)n12
  -2, ., 3
CN1CCN(c2nc3c(c(=O)[nH]c(=O)n3C)n2CCCc2ccccc2)CC1
  6, ., -2
CCOc1ccc(C(C2Sc3nc(C)nn3C2=O)N2CCCC2)cc1OC (stereo unspecified)
  -10, -8, 2
CC(C)Sc1nnc(CSc2ncccn2)n1CCc1ccccc1
  -3, -6, 0
CCc1cc(N2CCC(O)(c3ccccn3)CC2)nc(N2CCOCC2)n1
  -9, -13, -5
Cn1nc(Cc2ccc(Cl)cc2)n(Cc2ccccc2)c1=S
  -2, -1, -7
O=C(O)c1ccccc1CN1CCCC(Cn2ccnc2)C1 (stereo unspecified)
  -6, -12, .
CCn1cc(CN2CCC(C3(CC)NC(=O)N(CCc4ccc(OC)cc4)C3=O)CC2)c(C)n1 (stereo unspecified)
  -11, -15, 4
COCc1nc(CN2CC(c3cccnc3)C2)no1
  -6, ., 11
CC=CC=CC(=O)OCC(=O)Nc1sc(C(=O)N(C)C)c(C)c1C(=O)OCC
  4, 0, 1
COc1ccc(C2CCCCCN2C(C(=O)N(C)C)c2ccccc2)cc1 (stereo unspecified)
  -9, ., 6
C=CCn1c(SCC(=O)c2cccc(OC)c2)nnc1-c1cc(-c2cccs2)nc2cc(C)c(C)cc12
  -6, -7, -6
Nc1cc(-c2ccc(C3(O)CCNCC3)cc2)c2cc[nH]c2n1
  -6, ., 8
Cc1nc(CNC(=O)CC(c2cccc(O)c2)c2ccccc2Cl)n[nH]1 (stereo unspecified)
  -6, ., 6
COc1ccccc1C(=O)Nc1c(C)nc2sccn2c1=O
  -8, -8, 12

# Second line of a record – hcGAS inh, mcGAS inh, NPYLR7 agonist
COC(=O)CCc1ccc(C=CC(=O)O)o1
  -5, ., 4
CC(O)CN(Cc1ccco1)Cc1c(-c2ccccc2)noc1N1CCCCC1 (stereo unspecified)
  -3, -6, 7
CCC(C)NC(=O)C1C(c2ccc(NC(=O)C(C)C)cc2)OC(=O)N1Cc1cccc(C)c1 (stereo unspecified)
  -6, ., 5
COc1ccc(CNC(=O)CCC(=O)N2CCc3ccccc3C2)cc1
  -2, ., -10
NC(=O)c1cc2cc(Br)ccc2oc1=Nc1ccccc1F
  9, -7, -5
CCCCC(CC)C(=O)N1CCc2cc(OC)c(OC)cc2C1c1c(F)cccc1Cl (stereo unspecified)
  -4, -6, 9
COC(C)C(=O)NC(Cc1ccccc1)CN(C)C(=O)C(C)OC (stereo unspecified)
  -3, -11, 6
Cc1ccc(C(=O)NC(c2ccc(F)cc2)c2ccc(SCc3ccccc3)cc2)s1 (stereo unspecified)
  -10, -3, 2
O=C(N[C@@H]1CCCCC1NC(=O)C1CCN(S(=O)(=O)Cc2ccccc2)CC1)c1ccccc1 (stereo partly specified)
  -9, -9, 27
O=C(N1CCC2(CCCNC2)C1)C12CC3CC(C1)CC(n1cncn1)(C3)C2 (stereo unspecified)
  5, 4, .
COC(C)c1cccc(-c2nc(C(F)(F)F)nc(C)c2C)c1 (stereo unspecified)
  -4, ., -2
CC1CCc2cc(F)cc3c(=O)c(C(=O)O)cn1c23 (stereo unspecified)
  -3&-9, -4, -10&-1
CN1CCC2(CC1)C1CN(C)CC=C1C(C#N)C(=N)C2(C#N)C#N (stereo unspecified)
  -13, -5, 30
COc1cccc(-c2noc3c2CN(CCCc2cccnc2)CC3)c1
  -1, -8, 17
CCSc1nnc(Sc2ccc(C(C)(C)C)nn2)s1
  -5, -15, 7

# Rewritten field by field: part of the list above.
NC(=O)c1cc2cc(Br)ccc2oc1=Nc1ccccc1F
  hcGAS inh: 9; mcGAS inh: -7; NPYLR7 agonist: -5

CCCCC(CC)C(=O)N1CCc2cc(OC)c(OC)cc2C1c1c(F)cccc1Cl (stereo unspecified)
  hcGAS inh: -4; mcGAS inh: -6; NPYLR7 agonist: 9

# (next part)
# Second line of a record – hcGAS inh, mcGAS inh, NPYLR7 agonist
CC1N=C(C(=O)OCC(=O)C(C#N)=C2N(C)c3ccccc3N2C)NN(c2ccccc2)C1=O (stereo unspecified)
  -9, ., 3
O=C(NCc1cnc2ccccn12)C1CCC(=O)N(CCc2cccc(F)c2)C1 (stereo unspecified)
  -9, ., 17
CCc1ocnc1C(=O)N[C@H]1CN(S(C)(=O)=O)C[C@@H]1C(C)C
  -11, -6, .
CC(=O)NCc1nnc2n1CCN(c1ncnc3c1CCC3)CC2
  -3, -10, -2
Cc1ccsc1CN(Cc1nc(-c2ccco2)no1)C1CC1
  -9, -14, -6
Cc1ccnn1-c1cccc(NC(=O)NCC2CCCO2)c1 (stereo unspecified)
  -2, ., 6
COc1ccccc1-n1c(SCc2ccc(C(=O)NC3CC3)cc2)nnc1-c1ccc([N+](=O)[O-])cc1
  -8, -5, -1
Cc1ccc(-c2cc3c4nnc(CCC(=O)N5CCN(c6ccccn6)CC5)n4ccn3n2)cc1C
  1, 3, -8
CCOC(=O)N1CCN(C(c2cccnc2)c2c(O)cc(C)n(CCOC)c2=O)CC1 (stereo unspecified)
  -10, ., 10
CC=CC=CC(=O)OCC(=O)NC(=O)NC1CCCC1
  9, ., -7
COCCNC(=O)c1cccc2c(-c3ccnn3C)coc12
  -3, -7, 8
CC(C)(C)n1ccc2c(cnc3nc(-c4cccnc4)nn32)c1=O
  -6, ., 1
CCCC(=O)N1CCC1(C)C(=O)Nc1cc(OC)ccc1OC (stereo unspecified)
  -10, -6, -2
CCOC(=O)N(Cc1ccc(Cl)cc1)C(=O)CC#N
  6, ., -4
Nc1c(C(=O)CSc2nnc(NCc3ccco3)s2)c(=O)[nH]c(=O)n1C1CC1
  -5, ., -1

# Second line of a record – hcGAS inh, mcGAS inh, NPYLR7 agonist
CCCC(C#N)NC(=O)CCCOc1cccc(F)c1 (stereo unspecified)
  -6, ., 8
COCCN(C(=O)CCl)c1c(N)n(CC(C)C)c(=O)[nH]c1=O
  -3, -5, -8
CCS(=O)(=O)Oc1cc(CN(C(=O)CC(C)C)C2CC2)ccc1OC
  -4, -5, 19
Cc1ccc(NS(=O)(=O)c2ccc(C(=O)N(C)C3CCC(C)CC3)cc2)cc1 (stereo unspecified)
  -9, ., -4
COCCN1CCCC[C@]2(C[C@H](CO)[C@H](c3ccco3)N2C(=O)c2ccc(C)cc2)C1=O
  -6, -6, 5
CC(C)(C)c1noc(CCC(=O)Nc2ccc(OC3CCCC3)cc2)n1
  3, 0, 3
COc1ccc(C)cc1CN(C)c1ccc(S(C)(=O)=O)cc1S(C)(=O)=O
  -9, ., 1
O=C(C1CCCCC1)N1CCC2(CC1)CC(O)(c1ccccn1)CCO2 (stereo unspecified)
  -3, -1, .
CC(c1ccc2c(c1)OCCO2)N(C)Cc1nc(C(c2ccccc2)c2ccccc2)no1 (stereo unspecified)
  -10, -12, 17

# Given as labelled records: entries from further up.
CN(Cc1cccc(Cl)c1Cl)Cn1nnc2ccccc2c1=O
  hcGAS inh: -3
  mcGAS inh: -14
  NPYLR7 agonist: -2

CC=CC=CC(=O)OCC(=O)Nc1sc(C(=O)N(C)C)c(C)c1C(=O)OCC
  hcGAS inh: 4
  mcGAS inh: 0
  NPYLR7 agonist: 1

# Screening data deposited in PubChem BioAssay by Fisher Drug Discovery Resource Center.
